Source: PubChem
KCNH2 3.1 inh = KCNH2 3.1 (human) potassium channel inhibition. U2OS KCNH2 3.1, thallium flux FluxOr; active compounds read low. activity change, % (tested at about 1.8 µM). hit rate 0.95% among 340,000;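 active = maximum activity change below -70%; inconclusive = maximum activity change from -70% to -50%; inactive = maximum activity change above -50%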;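 note: thallium influx rate constant from kinetic fluorescence after stimulation buffer; % is set by controls: 0 for no effect and ±100 for the full control effect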
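Thallium flux via FluxOr fluorescence (Red40 quencher, 45 min loading) in U2OS cells virally expressing the KCNH2 3.1 isoform (1.77 x 10^8 /mL virus, overnight at 37 C). Rate constants from 2-min kinetic reads post-stimulation, normalised to positive and negative controls.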
TCR activator = activators of T cell receptors. Potency, µM (series often up to 9.22 µM), for inactives: at the top dose activation of IL-2 secretion, actives largely listed as activators. primary human leukocytes, anti-CD3, IL-2 HTRF, 48 h. 330,000 tested, under 10 active; note: % of control where 0% means no effect
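IL-2 produced over 48 hr by a-CD3 bead-stimulated primary human leukocytes exposed to compounds was detected with a homogeneous time-resolved FRET immunoassay, 665nm acceptor signal after 320nm excitation.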
A-T KAP1 phos = potential ataxia-telangiectasia treatments restoring KAP-1 phosphorylation; […] A-T fibroblasts, KAP-1 phosphorylation AlphaLISA; neocarzinostatin DNA damage 30 min before lysis; Potency, µM (titrated, usually from 57.5 µM), without a hit: top-dose activation, usual class: activators; hit rate 0.19% among 320,000; note: potency is the fitted concentration of half-maximal effect; % of control where 0% means no effect; nearly all actives have a fitted effect of over 45% in size
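hTERT-immortalized A-T patient fibroblasts ([…]), 500 cells/well in OPTI-MEM, 1% FBS, got compounds for 60 min, then NCS for 30 min at 37C. Lysates were then assayed for phospho-KAP-1 by AlphaLISA (anti-pKAP1 donor, anti-KAP1 acceptor beads), 6 hr at 25C.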
TSHR antag = blocks TSH signaling through the human TSH receptor; P16473; TSHR-expressing cells, TSH-stimulated cAMP HTRF, 2 h; active compounds read low; activity change, negative = inhibition, % at 11.5 µM; hit rate 0.2% among 330,000;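 active = activity change below a set negative limit, meaning inhibition stronger than a set level, cut at about -70% in these data; inconclusive = activity change between two set negative limits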; note: % is set by controls: 0 for no effect and ±100 for the full control effect
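TSHR-expressing cells, 200/well, pre-treated with compound, then stimulated with EC80 TSH (4nM final) for 2 hours at 37 deg C. cAMP measured by competitive HTRF: anti-cAMP cryptate antibody in lysis buffer plus cAMP-d2, read after 30 minutes at room temperature.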
ELG1 repair inh = blocks ELG1-dependent DNA repair in HEK293T cells | HEK293T ELG1-luciferase reporter, luminescence, 16 h; DNA damage induced by 5-fluorouridine | Potency, µM (top dose mostly 46.1 µM), inactives show top-dose activity change, negative = inhibition, usual class: inhibitors | hit rate 2.3% among 330,000 | AID 504467; note: potency is the fitted concentration of half-maximal effect; % is set by controls: 0 for no effect and ±100 for the full control effect; nearly all actives have a fitted effect of over 55% in size
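Reporter activity after DNA damage by 5-fluorouridine is monitored. Compound-treated cells incubate 16 hr at 37 °C, then ONE-Glo is added for 30 min before luminescence reading.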
Mito fusion act = inhibitors of mitochondrial division or activators of mitochondrial fusion; Potency, µM (highest dose often 46.1 µM), without a hit: at the top dose growth rescue (activation), hits mostly activators; S. cerevisiae fusion-defective mutant growth rescue, CellTiterGlo 48 h; hit rate 0.23% among 320,000;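 note: potency is the fitted concentration of half-maximal effect; % of control where 0% means no effect; nearly all actives have a fitted effect of over 45% in size; temperature-sensitive fusion mutants such as fzo1-1 at 37 °C on non-fermentable ethanol glycerol medium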
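Luminescent cell viability in 1536-well qHTS format served as the measure of rescued growth in ts fusion-mutant S. cerevisiae cultured on non-fermentable YPEG for 48 hours at 37C.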
USP2a inh = inhibitors of human ubiquitin-specific protease USP2a; O75604; USP2 core, Ub-CHOP2 coupled fluorogenic reporter, 485/531; Potency, µM (series often up to 38.3 µM), for the others: at the top dose activity change, negative = inhibition, usual class: inhibitors; hit rate 0.01% among 330,000; AID 463254;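 note: potency is the fitted concentration of half-maximal effect; plate controls were DMSO wells for no effect and full inhibition by NEM control for full effect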
Target sequence (O75604 whole entry, looked up): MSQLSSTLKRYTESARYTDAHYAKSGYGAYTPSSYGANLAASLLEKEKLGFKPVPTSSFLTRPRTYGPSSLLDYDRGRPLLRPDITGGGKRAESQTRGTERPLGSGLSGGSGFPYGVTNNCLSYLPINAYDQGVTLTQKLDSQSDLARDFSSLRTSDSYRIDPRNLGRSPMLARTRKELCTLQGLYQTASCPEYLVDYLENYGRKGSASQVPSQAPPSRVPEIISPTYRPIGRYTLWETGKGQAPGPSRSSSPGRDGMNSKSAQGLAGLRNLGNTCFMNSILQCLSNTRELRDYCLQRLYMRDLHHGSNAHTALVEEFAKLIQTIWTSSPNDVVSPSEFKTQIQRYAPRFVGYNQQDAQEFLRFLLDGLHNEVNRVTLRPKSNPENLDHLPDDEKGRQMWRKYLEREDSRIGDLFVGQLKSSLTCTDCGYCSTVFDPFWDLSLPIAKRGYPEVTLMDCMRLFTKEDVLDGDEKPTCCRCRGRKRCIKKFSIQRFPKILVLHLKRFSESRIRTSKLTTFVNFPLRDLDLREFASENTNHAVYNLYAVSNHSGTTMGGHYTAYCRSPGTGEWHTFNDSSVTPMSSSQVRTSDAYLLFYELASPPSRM
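Deubiquitinase activity read as fluorescence (485/531 nm) after Ub-CHOP2 cleavage activates the enterokinase reporter on its substrate; USP2 core 10nM, Ub-CHOP2 and substrate 25nM each, 30min compound preincubation then 60min RT; data normalized to NEM, curves fitted.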
KCNH2 WT inh = inhibitors of human wildtype KCNH2 potassium channel; activity change, % at 1.84 µM; U2OS, BacMam KCNH2, thallium flux FluxOr; active compounds read low; AID 720551; hit rate 0.37% among 340,000;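 active = maximum activity change below -70%; inconclusive = maximum activity change between -70% and -50%; inactive = maximum activity change above -50%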; note: % is set by controls: 0 for no effect and ±100 for the full control effect
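U2OS cells transduced with wild-type KCNH2 virus are loaded with FluxOr dye for 45 min, and thallium flux is measured in kinetic reads before and after stimulation buffer. Rate constants are normalized to DMSO controls.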
Eya2 phos inh = Eya2 (human) phosphatase inhibition. recombinant Eya2, OMFP fluorescence dephosphorylation (OMFP is methylfluorescein phosphate). Potency, µM (top dose mostly 76.9 µM), for the others: top-dose activity, negative = inhibition, hits mostly inhibitors. hit rate 0.006% among 330,000. O00167. AID 488837; note: potency is the fitted concentration of half-maximal effect; % is set by controls: 0 for no effect and ±100 for the full control effect
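Eya2 (0.2 uM) preincubated 10 min at ambient with compound, then OMFP substrate added at 50 uM; 10 min reaction in 50 mM HEPES pH 7.5, 50 mM NaCl, 5 uM MgCl2, 0.05% BSA, 1 mM DTT. Fluorescence read at Ex 485/Em 525 nm.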
TRPV1 agonist = agonists of human vanilloid receptor 1 (TRPV1); Q8NER1; hit rate 0.19% among 320,000; activation, % at 8.33 µM; AID 540275; TRPV1-expressing cells, Fluo-8 calcium influx, agonist mode; in the data active = activation above about 80%; inconclusive = between about 30% and that limit; note: 0% is about no effect
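TRPV1-expressing cells were cultured overnight at 35.5C and loaded with Fluo-8 calcium dye for 40 to 90 min at room temperature. After a 10 s baseline, compound was added and calcium influx was read kinetically for 3 min (ex 480/em 520 nm).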
* hit, by the source's call; ? = inconclusive; · = not tested or not shown; & = joins results of further samples; [ ] = remark or other dose. Unless noted, calls come from the whole dose curve; as a rule, active = well fitted curve in the direction sought with a large enough effect; inconclusive = small, poorly fitted or top-dose-only effect, or another doubt; inactive = no such curve, though single readings can be large; an effect the other way counts as inactive or inconclusive. Not all compounds are listed; count on the stated rates, not on these rows.

no.	smiles	KCNH2 3.1 inh	TCR activator	A-T KAP1 phos	TSHR antag	ELG1 repair inh	Mito fusion act	USP2a inh	KCNH2 WT inh	Eya2 phos inh	TRPV1 agonist
1	O=C(NNC(=O)c1cccc2ccccc12)c1ccccc1O	-41	7%	-10%	9	-3%	1%	-1%	10	-1%	-2
2	CC(C)C1C(C#N)=C(N)SC(N)=C1C#N	-11	-16%	-7%	9	?	12%	5%	-1	0%[15.4 µM]	1
3	CCN1CCCC1CNC(=O)c1cc(S(=O)(=O)CC)c(N)cc1OC (stereo not drawn)	·	·	·	-17&5&7	·	-3%&9%&-3%	7%&5%	·	-7%&-15%&0%	-1&-1
4	CN1C/C(=C/c2cccnc2)C(=O)/C(=C/c2cccnc2)C1	-13	-2%[46.1 µM]	17%	5	?	-17%	1%	-5	-6%	-2
5	CCn1cc(/C=C(\NC(=O)c2ccc(OC)c(OC)c2)C(=O)N2CCN(C)CC2)c2ccccc21	?	-3%	-3%	14	2%	8%	0%	1	6%	7
6	CCn1c(COc2cccc3ccccc23)nnc1SCC(=O)OC1CCCCC1	3	5%	-7%	-23	2%	19%	-12%	-6	-11%	15
7	CC1=NN(c2ccc(C(=O)O)c(N)c2)C(=O)C1	9	8%	-2%	7	?	2%	1%	-5	-3%	3
8	COc1ccc(/C=C/C(=O)c2ccc3c(c2)OCCO3)cc1[N+](=O)[O-]	?	3%	13%	-8	?	-4%	4%	7	10%	-1
9	Cc1cc(NS(=O)(=O)c2ccc(NC(=O)/C=C/c3ccc(Br)cc3)cc2)no1	13	3%	1%	-6	-13%	1%	2%	1	-4%	1
10	O=C(/C=C/c1ccccc1[N+](=O)[O-])OCC(=O)N1CCCC1	0	-5%	3%	-3	?	-1%	0%	0	3%	-1
11	Cc1c(NC(=O)c2ccc(Cl)c(S(=O)(=O)N3CCOCC3)c2)c(=O)n(-c2ccccc2)n1C	11	4%	6%	3	3%	-4%	-4%	-14	0%	8
12	Cc1ccc(S(=O)(=O)Nc2ccccc2C(=O)Nc2ccc(S(=O)(=O)Nc3nccc(C)n3)cc2)cc1	5	8%[46.1 µM]	9%	-19	6%	-1%	3%	22	2%	-1
13	COc1ccc(S(=O)(=O)Nc2ccccc2C(=O)N2CCOCC2)cc1Cl	-2	-7%	8%	5	13%	3%	-1%	6	1%	1
14	COc1ccc(NC(=O)CN2CCN(c3ccccn3)CC2)cc1Cl	-1	3%	-4%	2	?	1%	1%	3	2%	13
15	CCc1ccc(N(CC(=O)NC(C)(C)CC)C(=O)CCC(=O)Nc2nccs2)cc1	-9	·	3%	7	-12%	0%	-2%	12	-1%	8
16	Cc1ccc(NC(=O)c2ccc(OC(=O)C(C)Oc3ccc(Cl)cc3C)cc2)cc1 (stereo not drawn)	-6	-2%[46.1 µM]	2%	12	?	-1%	0%	-1	-14%	?
17	Cc1ccc(SCCNC(=O)c2ccc(CN3CCOCC3)cc2)cc1	-4	-1%	2%	-8	?	4%	1%	10	0%	25
18	Cc1c(Cl)cccc1NC(=O)N1CCCN(c2nc(-c3ccccc3)ns2)CC1	-18	-1%	7%	-31	-15%	-10%	4%	14	3%	7
19	Clc1c(-c2ccccc2)nc2ccccn12	-1	3%	1%	-16	?	-5%	0%	2	?	-1
20	O=C(NCCc1c[nH]c2ccccc12)/C(=C/c1ccco1)NC(=O)c1ccco1	9	3%	1%	-12	10%	-2%	2%	-9	2%	2

Reformatted with two lines to a compound: part of the list above
Results follow in this order: KCNH2 3.1 inh, TCR activator, A-T KAP1 phos, TSHR antag, ELG1 repair inh, Mito fusion act, USP2a inh, KCNH2 WT inh, Eya2 phos inh, TRPV1 agonist
8: COc1ccc(/C=C/C(=O)c2ccc3c(c2)OCCO3)cc1[N+](=O)[O-]
    ?, 3%, 13%, -8, ?, -4%, 4%, 7, 10%, -1
9: Cc1cc(NS(=O)(=O)c2ccc(NC(=O)/C=C/c3ccc(Br)cc3)cc2)no1
    13, 3%, 1%, -6, -13%, 1%, 2%, 1, -4%, 1
10: O=C(/C=C/c1ccccc1[N+](=O)[O-])OCC(=O)N1CCCC1
    0, -5%, 3%, -3, ?, -1%, 0%, 0, 3%, -1
11: Cc1c(NC(=O)c2ccc(Cl)c(S(=O)(=O)N3CCOCC3)c2)c(=O)n(-c2ccccc2)n1C
    11, 4%, 6%, 3, 3%, -4%, -4%, -14, 0%, 8
12: Cc1ccc(S(=O)(=O)Nc2ccccc2C(=O)Nc2ccc(S(=O)(=O)Nc3nccc(C)n3)cc2)cc1
    5, 8%[46.1 µM], 9%, -19, 6%, -1%, 3%, 22, 2%, -1
